Growth percent in the NCI-60 one-dose screen (48 h, 10 µM unless noted): 100 = growth as untreated, 0 = no growth, -100 = all killed.
SNB-75 = SNB-75 CNS cancer; actives 5% (n = 79,000)
CAKI-1 = CAKI-1 renal cancer; actives 4.7% (n = 75,000)
SF-268 = SF-268 CNS cancer cells | actives 3.1% (n = 82,000)
SF-539 = SF-539 CNS cancer; actives 6.8% (n = 81,000); AID 1794752
SNB-19 = SNB-19 CNS cancer cells; actives 2.5% (n = 81,000); AID 1794751
A498 = A498 renal cancer cells | AID 1794774 | actives 5.4% (n = 76,000)
RXF 393 = RXF 393 renal cancer cells; actives 6.9% (n = 77,000); AID 1794773
ACHN = ACHN renal cancer. actives 4.9% (n = 81,000). AID 1794771
Active calls of the source: *; · = not tested or not shown. How the source made its calls: active means growth percent below 10; inactive means the rest.

SMILES | SNB-75 | CAKI-1 | SF-268 | SF-539 | SNB-19 | A498 | RXF 393 | ACHN
CCN(CC)c1ccc2cc(C(Nc3ccc(C)cc3)c3nnnn3C(C)(C)C)c(=O)oc2c1 (centres undefined) | 78 | 79 | 93 | 103 | 88 | 95 | 87 | 98
Nc1ccc([N+](=O)[O-])cc1O | · | 103 | 103 | 101 | 104 | 118 | 133 | 102
C#CCOc1ccc(/C=N/Nc2nc(-c3ccccc3)cs2)cc1OCC#C | 74 | 64 | 75 | 84 | 102 | 100 | 100 | 47
COc1ccc(-c2cc(-c3c(C)oc4cc5occc5c(OC)c4c3=O)nc(N)c2C#N)cc1OC | 40 | 39 | 65 | 64 | 64 | 24 | 62 | 66
Clc1nc(N2CCOCC2)c2[nH]cnc2n1 | 88 | 99 | 109 | 90 | 98 | 110 | 107 | 98
CCCCc1ccc(NC(=O)CSc2nnc(-c3ccccc3F)n2N)cc1 | 100 | 73 | 122 | 97 | 97 | 102 | · | 97
O=[N+]([O-])c1cccc(-c2nc3sccn3c2-c2ccnc(NCCNS(=O)(=O)c3cccc4ccccc34)n2)c1 | · | 84 | 84 | 108 | 95 | 81 | 98 | 88
CC1(C)OC2COC3(CO)OC(C)(C)OC3C2O1 (centres undefined) | 96 | 101 | 110 | 102 | 104 | 81 | 107 | 106
COC(=O)c1[nH]nc2c1C1(C(=O)Nc3ccccc31)C(C#N)=C(N)O2 (centres undefined) | 96 | 95 | 97 | 99 | 98 | 100 | 102 | 104
CCOC(=O)C1=C(C)N=C2Sc3cc(Cl)ccc3N2C1c1cn(-c2ccccc2)nc1-c1ccc(F)cc1 (centres undefined) | 69 | 94 | 83 | 98 | 89 | 95 | 94 | 88
COc1ccc(-c2nc(SCc3nc4cc(Cl)c(Cl)cc4[nH]3)[nH]c(=O)c2C#N)cc1 | 89 | 86 | 92 | 98 | 105 | 93 | 115 | 101
Cc1c(NC(=S)Nc2ccc(S(=O)(=O)Nc3ccc(Cl)nn3)cc2)n(-c2ccccc2)c(=O)n1C | 73 | 90 | 96 | 102 | 98 | 95 | 110 | 94
N#CCCNc1cccc2ccccc12 | 82 | · | 101 | 101 | 110 | 104 | 102 | 106
O=C1NC(=O)/C(=C/c2ccc(Cl)c(Cl)c2)S1 | 86 | 109 | 102 | 109 | 100 | 98 | 113 | 103
C=CC(=O)N1CC2(CCC(n3nc(-c4ccc(Oc5ccccc5)cc4)c4c(N)ncnc43)CC2)C1 | -69* | -75* | -81* | -94* | -0.9* | -93* | -95* | -84*
c1cn2cc(-c3ccc4c(c3)ncn4C3CCCCC3)nc(-c3ccc4ncn(C5CCCCC5)c4c3)c2n1 | 75 | 84 | 82 | 64 | 89 | 84 | 63 | 95
Cc1csc(NC(=O)c2ccc(C(=O)Nc3nc(C)cs3)cc2)n1 | 88 | 102 | 98 | 107 | 101 | 139 | 97 | 106
O=C(CSc1nnc(-c2ccc3nc(-c4ccccc4)[nH]c3c2)o1)Nc1ccc(C(=O)/C=C/c2ccc(Cl)cc2)cc1 | 119 | 98 | 105 | 96 | 96 | 94 | 114 | 105
c1cc[n+](C[n+]2ccccc2)cc1 | 125 | 105 | 110 | 110 | 111 | 118 | · | 107
COC(=O)/C(CCC(Br)C(C)(C)[n+]1ccccc1)=C1\[C@@H](OC(C)=O)C[C@@]2(C)[C@H]1C[C@@H](O)[C@H]1[C@@]3(C)CC[C@H](O)[C@@H](C)[C@@H]3CC[C@@]12C (some centres undefined) | 99 | 91 | 102 | 103 | 96 | 96 | 106 | 102
OC(CNCCN1CCNCC1)Cc1ccccc1 (centres undefined) | 95 | 101 | 103 | 100 | 105 | 123 | 127 | 104
COc1cc(-c2cc(-c3ccccc3)nc3nc(NN)[nH]c(=O)c23)cc(OC)c1OC | 99 | · | 102 | 98 | 99 | 76 | 96 | ·
Cc1ccccc1OCc1cn(Cc2ccc(-c3ccccc3-c3nn[nH]n3)cc2)nn1 | 101 | 98 | 94 | 96 | 101 | 105 | 129 | 101
CCOC(=O)c1ccc(OCc2cn(Cc3c(C)c(Cn4cc(COc5ccc(C(=O)OCC)cc5)nn4)c(C)c(Cn4cc(COc5ccc(C(=O)OCC)cc5)nn4)c3C)nn2)cc1 | 88 | 94 | 59 | 69 | 87 | 71 | 97 | 99
Cc1cc2nc(C(Cl)Cl)nc(-c3ccc(S(=O)(=O)N(C)C)cc3)n2n1 | 55 | 45 | 68 | 69 | 58 | 91 | 60 | 25
CNC(=S)N/N=C(\C=N\NC(=S)NC)c1ccc(C)cc1 | 76 | 88 | 103 | 97 | 105 | 96 | · | 97
O=C(c1ccccc1)C1CC=CCC1C(=O)c1ccccc1 (centres undefined) | 99 | 101 | 104 | 107 | 94 | 101 | 137 | 106
NC(=S)N/N=C/c1c[nH]c(=O)[nH]c1=O | 96 | 99 | 108 | 109 | 104 | 101 | 99 | 116
Nc1c(Br)cc(Br)c2c1-c1ccc([N+](=O)[O-])cc1C2 | 87 | 85 | 100 | 97 | 91 | 103 | 97 | 89
C[N+](C)(C)CC(=O)NN | 100 | 102 | 103 | 107 | 102 | 91 | 99 | 112
CCCCOC(=O)c1ccc(Cl)cc1 | 104 | 106 | 95 | 106 | 114 | 103 | 115 | 108
Cc1ccc2nc3[nH]c(=O)[nH]c(=O)c3c(N)c2c1 | 90 | 58 | 89 | 92 | 86 | 115 | 78 | 60
C#CC[C@@H]1C[C@]2(C)[C@H]3CC=C4[C@H]5[C@@H](C)[C@H](C)CC[C@]5(C(=O)NCCCN5CCN(CCCN)CC5)CC[C@@]4(C)[C@]3(C)CC[C@H]2C(C)(C)[C@H]1OC(C)=O | -61* | -68* | 85 | -94* | -46* | 111 | -82* | -75*
CC(C)(C)n1cc(-c2ccnc(NCCCNS(=O)(=O)c3ccc(C(F)(F)F)cc3)c2)c(-c2cccc(F)c2)n1 | 67 | 90 | 87 | 74 | 87 | 93 | 92 | 86
CCOC(=O)c1nnn(-c2ccccc2)c1-c1cccnc1 | 86 | 95 | 96 | 94 | 104 | 89 | 118 | 102
CC(=O)c1cc(C(=O)c2ccc3c(c2)Sc2ccccc2N3)c2c(C)cccn12 | 24 | · | 28 | -28* | 34 | -5.3* | -7.8* | 32
COc1ccc(N2C(=O)N(c3ccc(C)cc3)C(=O)C2=S)cc1 | 95 | 92 | 95 | 98 | 107 | 107 | 114 | 103
CCCC1(/C=N/NC(N)=O)NC(=O)NC1=O (centres undefined) | 102 | 109 | 102 | 108 | 108 | 110 | · | 109
COc1ccc(-c2cc(-c3cccn3C)[nH]c(=O)c2C#N)cc1 | 83 | 88 | 94 | 88 | 94 | · | 96 | 89
C[N+](C)(C)CCNC(=O)c1ccc(OCc2ccccc2C(F)(F)F)cc1 | 91 | 99 | 100 | 98 | 91 | 110 | 101 | 103

Some of these compounds in order of molecular weight, high to low:
SMILES | SNB-75 | CAKI-1 | SF-268 | SF-539 | SNB-19 | A498 | RXF 393 | ACHN
Cc1ccccc1OCc1cn(Cc2ccc(-c3ccccc3-c3nn[nH]n3)cc2)nn1 | 101 | 98 | 94 | 96 | 101 | 105 | 129 | 101
CNC(=S)N/N=C(\C=N\NC(=S)NC)c1ccc(C)cc1 | 76 | 88 | 103 | 97 | 105 | 96 | · | 97
CCOC(=O)c1nnn(-c2ccccc2)c1-c1cccnc1 | 86 | 95 | 96 | 94 | 104 | 89 | 118 | 102

(next part)
SMILES | SNB-75 | CAKI-1 | SF-268 | SF-539 | SNB-19 | A498 | RXF 393 | ACHN
COc1c(CO)cc(Cl)cc1CO | 104 | · | 98 | 98 | 110 | 96 | 118 | 105
C[C@]12CC[C@@H]3c4ccc(O)cc4CC[C@H]3[C@@H]1CC[C@@H]2NS(=O)(=O)c1cccc(Br)c1 | 73 | 63 | 60 | 86 | 95 | 65 | 43 | 59
C#CCOC(=O)[C@]1(C)CCC[C@@]2(C)[C@H]1CC(C=O)=C1C=C(C(C)C)CC[C@@H]12 | 92 | 82 | 92 | 101 | 97 | 95 | 100 | 95
COc1c2c(cc3c1c(=O)c1ccccc1n3C)OCO2 | 85 | · | 91 | 101 | 86 | · | 100 | 100
COc1cc2c(cc1OC)-c1ccc3cc4c(cc3c1N(CCCN1CCN(C)CC1)C2)OCO4 | 74 | · | 79 | 96 | 79 | 98 | 73 | ·
Cc1cc2c(c(=O)o1)C(c1ccc(OC(=O)N3CCOCC3)cc1)C(C#N)=C(N)O2 (centres undefined) | 96 | 95 | 114 | 97 | 101 | 106 | 114 | 102
O=C1CSC(c2ccc(Br)cc2)Nc2n[nH]c(-c3ccccc3)c21 (centres undefined) | 96 | 107 | 108 | · | 99 | 105 | 99 | 103
Cc1cc(C)c2sc(NC(=O)c3ccccc3)nc2c1 | 125 | 69 | 86 | 81 | 93 | 112 | · | 61
CC(C)=CCC[C@H](C)c1ccc(C)c2c1OCN(CCO)C2 | 59 | 92 | · | 88 | 58 | 47 | 52 | 90
CCCC1OCCS1 (centres undefined) | 99 | 89 | 107 | 92 | 94 | 106 | 116 | 98
c1ccc(NNc2ccc3ccccc3n2)cc1 | 81 | 87 | 92 | 93 | 93 | 66 | 101 | 91
Oc1ccc2ccccc2c1CN(Cc1cc(Cl)cc(Cl)c1O)C1CCCCC1 | 102 | · | 109 | 108 | 107 | 95 | 110 | 118
CCCC(CCC)NCCOC(=O)c1ccc([N+](=O)[O-])cc1 | 88 | 100 | 107 | 118 | 99 | 104 | 103 | 103
Clc1ccc(/C=N/Nc2nc3ccccc3s2)cc1 | 95 | 95 | 96 | 99 | 114 | 94 | 119 | 86
Cc1cc(C)n(C(=O)Cn2c(C)nc3ccccc3c2=O)n1 | 83 | 92 | 95 | 106 | 103 | 113 | 103 | 73
C#CCOc1ccc(/C=N/Nc2nc(-c3ccc(C)cc3)cs2)cc1OCC#C | 74 | 89 | 97 | 89 | 98 | 73 | 69 | 93
CC(C)=CCC/C(C)=C/CC/C(C)=C/CC/C(C)=C/CC1CC(=O)C=C(C)[C@H]1O (some centres undefined) | 97 | 66 | 101 | · | 121 | 92 | 73 | 93
COc1cc(/C=C2/C=C(c3ccc(C(C)(C)C)cc3)N(CCc3ccc(S(N)(=O)=O)cc3)C2=O)cc(OC)c1OC | 66 | 72 | 58 | 59 | 69 | 82 | 12 | 50
OCCc1ccccc1 | 93 | 91 | 111 | 102 | 102 | 120 | 115 | 104
COC(=O)C1(O)NC(=C(C#N)C#N)C(C#N)=C1C(=O)c1ccc(OC)c(OC)c1 (centres undefined) | 95 | · | 99 | 104 | 97 | 94 | 100 | 108
CN(C)Cc1ccc(Br)cc1 | 92 | · | 102 | 98 | 98 | 105 | 116 | 100
CC1(C)CC(=O)C2=C(C1)N(Cc1ccc(C(=O)O)cc1)C1=C(C(=O)CC(C)(C)C1)C2c1ccccc1 | 100 | 93 | 103 | 106 | 103 | 107 | 113 | 108
C/C(O)=C(\C#N)c1ccc(Cl)cc1 | 75 | 99 | 101 | 109 | 101 | 115 | · | 96
Brc1ccc(-c2noc(CCc3nnc(-c4ccccc4)o3)n2)cc1 | 87 | 93 | 97 | 98 | 98 | 90 | 103 | 103
COc1ccc(-c2cc(-c3cccc(NS(C)(=O)=O)c3)nc(N)c2C#N)cc1 | -6.3* | · | 30 | 5.3* | 42 | · | 16 | 36
CC(=O)Nc1ccc(CC#N)cc1Br | 91 | 97 | 106 | 103 | 103 | 80 | · | 109
CCc1ccc(-c2cn3ccnc3c(-c3ccc4ncn(Cc5ccccc5)c4c3)n2)cc1 | 71 | 52 | 70 | 79 | 79 | 105 | 69 | 55
C=CCn1c(SCC(=O)c2ccc(C)cc2)nnc1-c1c[nH]c2ccccc12 | 105 | 85 | 104 | 99 | 96 | · | 100 | 89
CC(C)(C)NC(=O)[C@H]1CCC2C3CCC4NC(=O)C=C[C@]4(C)C3CC[C@@]21C (some centres undefined) | 103 | 110 | 96 | 110 | 99 | 82 | 107 | ·
O=C(NC1CCCCC1)C(c1ccccc1)c1ccccc1 | 112 | 96 | 100 | 112 | 102 | 114 | · | 102
COc1ccc(C(=O)COc2ccc(/C=C3\Oc4ccc(Cl)cc4C3=O)cc2)cc1 | 89 | 98 | 108 | 86 | · | 109 | 101 | 109
CCCCN=C(N)c1ccc(OCCSCCOc2ccc(C(N)=NCCCC)cc2)cc1 | 66 | 115 | 36 | 55 | 37 | 57 | 93 | 87
CCOC(=O)COc1ccc(OC)cc1 | 84 | · | 99 | 104 | 106 | 101 | 98 | 103
N#CC1=C(N)Oc2cc(N)ccc2C1c1cccnc1 (centres undefined) | 79 | · | 93 | 96 | 103 | 94 | 108 | 97
N/C(=N\c1nc2ccccc2s1)NC(=O)Nc1ccc(Br)cc1 | 70 | 79 | 102 | 98 | 93 | 79 | 104 | 102

Sorted by molecular weight (rising): nine of the compounds above.
SMILES | SNB-75 | CAKI-1 | SF-268 | SF-539 | SNB-19 | A498 | RXF 393 | ACHN
C/C(O)=C(\C#N)c1ccc(Cl)cc1 | 75 | 99 | 101 | 109 | 101 | 115 | · | 96
CCOC(=O)COc1ccc(OC)cc1 | 84 | · | 99 | 104 | 106 | 101 | 98 | 103
CN(C)Cc1ccc(Br)cc1 | 92 | · | 102 | 98 | 98 | 105 | 116 | 100
CC(=O)Nc1ccc(CC#N)cc1Br | 91 | 97 | 106 | 103 | 103 | 80 | · | 109
N#CC1=C(N)Oc2cc(N)ccc2C1c1cccnc1 (centres undefined) | 79 | · | 93 | 96 | 103 | 94 | 108 | 97
O=C(NC1CCCCC1)C(c1ccccc1)c1ccccc1 | 112 | 96 | 100 | 112 | 102 | 114 | · | 102
N/C(=N\c1nc2ccccc2s1)NC(=O)Nc1ccc(Br)cc1 | 70 | 79 | 102 | 98 | 93 | 79 | 104 | 102
COc1ccc(-c2cc(-c3cccc(NS(C)(=O)=O)c3)nc(N)c2C#N)cc1 | -6.3* | · | 30 | 5.3* | 42 | · | 16 | 36
CCc1ccc(-c2cn3ccnc3c(-c3ccc4ncn(Cc5ccccc5)c4c3)n2)cc1 | 71 | 52 | 70 | 79 | 79 | 105 | 69 | 55

Compound activity as filed in PubChem.
